NOD2 RIPK2 PPI – NOD2-RIPK2 protein interaction inhibition | O43353 | CHO BLA complementation NOD2-RIPK2, CCF4 ratio | inhibition, % at 4.98 µM | 360,000 compounds, 0.38% hits; in the data active = inhibition above about 21%;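 note: 0% = vehicle only and 100% = reference blocker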
MC4R ag barr – agonists of human melanocortin 4 receptor (MC4R) beta-arrestin | 360,000 compounds, 0.98% hits | U2OS MC4R beta-arrestin complementation, luminescence; percent of melanotan II response, DMSO zero | P32245 | activation, % at 8.9 µM;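 active = activation above a per-plate cutoff, the mean activation of sample wells on that plate plus 3 SD, cut at about 8% in these data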
N-glyco inh – N-linked glycosylation inhibition; D54 ERlucT glycosylation luciferase reporter, 24 h; percent of 100 nM tunicamycin response; 360,000 compounds, 0.23% hits; reporter increase, % at 12.5 µM; AID 588692;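 active = mean luciferase reporter signal, scaled so untreated is 0 and the glycosylation-blocking control 100, at or above a set limit in every replicate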;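 note: luciferase carries N-glycosylation sites so blocking glycosylation raises the light; 0% = median of neutral control wells and 100% = median of 100 nM tunicamycin wells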
m5-HT2A agonist – mouse HTR2A agonism via beta-arrestin recruitment; P35363; CHO-K1 mHTR2A beta-arrestin complementation, luminescence; percent of 30 µM serotonin response; activation, % at 7.6 µM; 360,000 compounds, 0.66% hits;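 active = activation above a run cutoff, the mean activation of all tested compounds plus 3 SD, cut at about 14% in these data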;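 note: 0% = plate median of compound wells and 100% = 30 µM serotonin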
TLR9-MyD88 block – TLR9-MyD88 interaction inhibition | Q9NR96+Q99836 | CHO BLA complementation TLR9-MyD88, CCF4 FRET ratio | inhibition, % at 4.98 µM | 340,000 compounds, 0.21% hits;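 active = inhibition above the mean over all tested compounds plus 3 SD, cut at about 21% in these data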;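 note: 0% = DMSO only wells and 100% = clavulanate BLA inhibitor control wells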
ABHD5-PLIN5 inh – blocks binding of human ABHD5 to perilipin-5 | Q00G26+Q8WTS1 | inhibition, % at 4 µM | 360,000 compounds, 0.78% hits | Split G. princeps luciferase complementation, luminescence, 4 h;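 active = inhibition above the mean inhibition across every tested compound plus 3 SD, cut at about 22% in these data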;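 note: 0% = DMSO only wells and the 100% control is not disclosed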
ABCB6 inh MLPCN – blocks the human ABCB6 transporter; Q9NP58; K562-ABCB6 porphyrin accumulation, flow cytometry, 1 h; stronger effect = lower value; fluorescence ratio to DMSO, % at 10 µM; 360,000 compounds, 0.19% hits;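 active = fluorescence ratio to DMSO below 75%, the collection mean minus 3 SD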;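 note: signal is porphyrin accumulated inside mitochondria; 100% equals median channel fluorescence of DMSO control wells; lower ratio means ABCB6 inhibition with less porphyrin fluorescence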
Target sequence (Q9NP58 whole entry, looked up): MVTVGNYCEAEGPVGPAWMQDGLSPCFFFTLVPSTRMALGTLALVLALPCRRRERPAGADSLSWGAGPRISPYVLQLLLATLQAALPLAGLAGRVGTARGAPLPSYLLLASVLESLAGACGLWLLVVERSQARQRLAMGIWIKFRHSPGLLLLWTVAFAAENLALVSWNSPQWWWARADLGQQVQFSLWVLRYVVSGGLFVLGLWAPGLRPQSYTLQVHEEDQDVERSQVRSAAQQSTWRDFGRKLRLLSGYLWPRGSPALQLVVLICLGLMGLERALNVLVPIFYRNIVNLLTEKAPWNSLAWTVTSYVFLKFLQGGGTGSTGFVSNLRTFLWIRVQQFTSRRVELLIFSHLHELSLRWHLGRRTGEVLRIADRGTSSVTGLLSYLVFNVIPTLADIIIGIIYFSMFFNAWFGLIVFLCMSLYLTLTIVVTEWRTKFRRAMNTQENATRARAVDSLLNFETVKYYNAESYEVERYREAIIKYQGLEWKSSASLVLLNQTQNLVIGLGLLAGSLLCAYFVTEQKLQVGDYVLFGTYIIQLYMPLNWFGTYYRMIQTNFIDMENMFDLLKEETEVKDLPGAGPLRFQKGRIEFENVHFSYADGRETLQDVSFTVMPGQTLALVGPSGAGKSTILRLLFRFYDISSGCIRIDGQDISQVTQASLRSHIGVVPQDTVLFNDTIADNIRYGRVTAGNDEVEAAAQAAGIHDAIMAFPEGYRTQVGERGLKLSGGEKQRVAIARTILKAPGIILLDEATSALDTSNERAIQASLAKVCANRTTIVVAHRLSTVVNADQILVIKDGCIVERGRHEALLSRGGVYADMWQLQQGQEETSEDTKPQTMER
NCOA2 inhibitor – human SRC2 (NCOA2) inhibition. Q15596. HEK293 GAL4-SRC2 luciferase reporter, luminescence. inhibition, % at 9 µM. 370,000 compounds, 0.17% hits. AID 651957;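 active = inhibition above the mean inhibition of all tested compounds plus 3 SD, set per campaign, cut at about 52% in these data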;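 note: 0% = DMSO treated cells and 100% = cells given Gossypol at 36 µM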
Cardio protect – protects H9c2 cardiomyocytes from peroxide injury. protection from H2O2 cell death, % at 20 µM. 360,000 compounds, 0.63% hits. AID 588492. H2O2 injury protection, ATPLite, 2 h;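 active = compounds giving at least 50% protection of heart cells from peroxide-induced death in the single-dose screen, raw or plate-pattern-corrected value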;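 note: 0% = DMSO wells with peroxide and 100% = DMSO wells without peroxide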
MC4R antagonist – blocks human MC4R cAMP signaling. MC4R-expressing cells, MTII-stimulated cAMP, LANCE TR-FRET. 360,000 compounds, 0.48% hits. inhibition, % at 6.5 µM. P32245;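 active = inhibition above its plate's cutoff, the mean of tested wells on that plate plus 3 SD, cut at about 29% in these data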;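 note: 0% = Melanotan II alone and 100% = Melanotan II plus saturating MCL0020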
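Assay system: U2OS-MC4R stable cell line; Also added: Melanotan II; Technique: Eu-cAMP/anti-cAMP TR-FRET, emission 671 nm; Times: 30-min compound, 1-h challenge, 1-h detection, room temperature.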
* hit, by the source's call; . = not tested or not shown. The list is partial (hit frequency here may not be typical).

Field names: A = NOD2 RIPK2 PPI; B = MC4R ag barr; C = N-glyco inh; D = m5-HT2A agonist; E = TLR9-MyD88 block; F = ABHD5-PLIN5 inh; G = ABCB6 inh MLPCN; H = NCOA2 inhibitor; I = Cardio protect; J = MC4R antagonist
Structure: CCn1cc(-c2nnnn2-c2ccc(Cl)cc2)c(=O)c2ccccc21
  A = 3; B = -1.4; C = -1; D = -2; E = 5; F = 6; G = 90; H = -14; I = 6; J = 6

Structure: CCOc1ccc(C2C(C(=O)NC)=C(C)Nc3nc4ccccc4n32)cc1OC (centres undefined)
  A = -11; B = -0.1; C = 0; D = -5; E = -4; F = 0; G = 95; H = -7; I = 2; J = -6

Structure: Cc1ccc2c(c1C)OC(=O)CC2c1ccccc1 (centres undefined)
  A = -7; B = -1.9; C = 2; D = -3; E = -20; F = -4; G = 98; H = -10; I = 1; J = 7

Structure: COc1cccc(CN2CCN(CC(=O)NCCc3ccccc3)CC2)c1
  A = -3; B = -0.8; C = -3; D = -1; E = -3; F = 11; G = 97; H = -54; I = -6; J = 2

Structure: OC(c1ccc(F)cc1)c1nc(-c2ccoc2)cs1 (centres undefined)
  A = -10; B = -0.4; C = 0; D = -1; E = .; F = 21; G = 100; H = -21; I = -13; J = 7

Structure: O=C(Nc1ccc(S(=O)(=O)N2CCCCC2)cc1)C1CC(=O)N(c2ccc(Cl)cc2)C1 (centres undefined)
  A = -5; B = -0.1; C = -2; D = -7; E = -3; F = -5; G = 89; H = 13; I = -6; J = 16

Structure: O=C(N[C@@H](Cc1ccccc1)C(=O)OCc1ccccc1)c1nc[nH]c1C(=O)N[C@@H](Cc1ccccc1)C(=O)OCc1ccccc1
  A = -4; B = 0.7; C = -1; D = -4; E = 2; F = 3; G = 97; H = -16; I = 2; J = 11

Structure: Cc1oc(-c2cccc(C(F)(F)F)c2)nc1CN1CCOCC1
  A = -5; B = -3.0; C = 2; D = -2; E = -6; F = -3; G = 99; H = 5; I = -13; J = 2

Structure: COc1cccc(/C(O)=C2/C(=O)C(=O)N(Cc3ccco3)C2c2ccncc2)c1 (centres undefined)
  A = -9; B = -1.1; C = -1; D = -4; E = 2; F = 3; G = 88; H = -19; I = 1; J = -2

Structure: O=C(NCc1cccnc1)c1ccc(COc2ccccc2Cl)o1
  A = -2; B = -1.8; C = -1; D = -2; E = 10; F = -3; G = 101; H = 9; I = -8; J = -1

Structure: O=C(CNS(=O)(=O)c1ccc(Cl)cc1)N1CCN(c2ccc(F)cc2)CC1
  A = 2; B = -0.9; C = -1; D = -5; E = 6; F = -5; G = 89; H = 28; I = -8; J = 10

Structure: O=C(NC1c2ccccc2-c2ccccc21)N1CCCCC1
  A = 0; B = -2.6; C = 2; D = -2; E = -3; F = -1; G = 102; H = 22; I = 0; J = -1

Structure: CC(C(=O)Nc1ccc(S(=O)(=O)N2CCOCC2)cc1)N1C(=O)C2CC=CCC2C1=O (centres undefined)
  A = 4; B = 1.5; C = 2; D = 8; E = 4; F = -7; G = 99; H = 12; I = -8; J = -3

Structure: COc1ccc(OC)c([N+](=O)[O-])c1C(N)=O
  A = 1; B = -1.7; C = 2; D = 0; E = 13; F = -5; G = 91; H = 2; I = 5; J = 5

Structure: O=C1NCCNC(=O)c2ccccc2OCCOc2ccccc21
  A = 1; B = 5.8; C = 0; D = 0; E = -1; F = -5; G = 98; H = 7; I = 11; J = 16

Structure: O=C(NCc1ccco1)c1ccc(Br)c(S(=O)(=O)N2CCCCC2)c1
  A = -11; B = -0.7; C = -4; D = 4; E = 2; F = 6; G = 104; H = 23; I = 0; J = 4

Structure: COc1ccc(CCNC(=O)C2CC3Cn4c(nc5cc(Cl)c(Cl)cc54)C3N2C)cc1 (centres undefined)
  A = -6; B = -1.0; C = 2; D = 4; E = -9; F = -4; G = 104; H = 0; I = -11; J = 17

Structure: Nn1c(SCC(=O)N2CCCc3ccccc32)nnc1-c1ccc(Cl)cc1
  A = -1; B = 0.1; C = 2; D = 1; E = -5; F = 1; G = 93; H = 11; I = -3; J = 0

Structure: O=C1Nc2ccccc2O/C1=C\c1ccccc1
  A = 12; B = 13*; C = 2; D = 12; E = -10; F = -4; G = 104; H = -6; I = 1; J = 11

Structure: CCc1ccccc1NC(=O)C1CCCN(c2nccc(C)n2)C1 (centres undefined)
  A = -3; B = 2.2; C = -1; D = 4; E = -6; F = -10; G = 102; H = -21; I = 9; J = 13

Structure: COc1ccc(C2(C(=O)Nc3ccccc3)CCOCC2)cc1
  A = 6; B = 0.4; C = 0; D = 3; E = -1; F = 1; G = 106; H = 9; I = 0; J = 12

Structure: CCOC(=O)C1CCN(C(=O)CCc2ccccc2)CC1
  A = -7; B = 0.1; C = 2; D = 3; E = 3; F = -2; G = 91; H = 5; I = -3; J = 15

Structure: COc1ccc2[nH]c(C(=O)Nc3ccc(C)c(F)c3)cc2c1
  A = -9; B = 2.6; C = -2; D = -4; E = -7; F = -7; G = 98; H = -13; I = 2; J = 25

Structure: COc1ccccc1N1CCN(Cc2nc(N)nc(Nc3ccc(C)cc3)n2)CC1
  A = 6; B = -0.3; C = 5; D = -7; E = -2; F = 4; G = 93; H = -36; I = 24; J = 10

Structure: CC(=O)N1CCN(S(=O)(=O)c2cccc(C(=O)Nc3nccs3)c2)CC1
  A = -10; B = -2.0; C = 1; D = 1; E = -9; F = -5; G = 95; H = -13; I = -6; J = 1

Taken from above.
Reading for COc1ccc(CCNC(=O)C2CC3Cn4c(nc5cc(Cl)c(Cl)cc54)C3N2C)cc1 (centres undefined) under MC4R antagonist: 17
Reading for CCOc1ccc(C2C(C(=O)NC)=C(C)Nc3nc4ccccc4n32)cc1OC (centres undefined) under ABHD5-PLIN5 inh: 0
Reading for COc1cccc(/C(O)=C2/C(=O)C(=O)N(Cc3ccco3)C2c2ccncc2)c1 (centres undefined) under ABCB6 inh MLPCN: 88

The listing continues:
Field names: A = NOD2 RIPK2 PPI; B = MC4R ag barr; C = N-glyco inh; D = m5-HT2A agonist; E = TLR9-MyD88 block; F = ABHD5-PLIN5 inh; G = ABCB6 inh MLPCN; H = NCOA2 inhibitor; I = Cardio protect; J = MC4R antagonist
Structure: Cc1ccc(COC(=O)Cc2coc3cc(O)ccc23)cc1
  A = -2; B = 9.9*; C = 0; D = -5; E = -8; F = -1; G = 95; H = 19; I = -2; J = 5

Structure: CCn1c(CNc2ccc(Cl)cc2)nnc1SCC(=O)OC1CCCCC1
  A = 0; B = 0.1; C = 1; D = -5; E = -10; F = -4; G = 92; H = -22; I = -29; J = 9

Structure: CC1OC(c2ccccc2)OC2COC(c3ccccc3)OC12 (centres undefined)
  A = -10; B = 0.8; C = 0; D = 2; E = -1; F = 1; G = 107; H = -27; I = 4; J = 13

Structure: COc1cc(/C=C2\SC(=O)N(c3ccccc3Cl)C2=O)cc([N+](=O)[O-])c1O
  A = 1; B = -3.0; C = 0; D = 1; E = -24; F = 8; G = 86; H = 30; I = -19; J = 16

Structure: CCCCCCn1c(=O)c(-c2ccccc2)c(O)c2ccccc21
  A = -12; B = 1.6; C = 2; D = 11; E = -11; F = 5; G = 101; H = 1; I = 4; J = 5

Structure: CCCCN1C(=O)C(=O)N(CC(=O)N2CCN(c3ccccc3)CC2)C1=O
  A = -5; B = -2.3; C = -1; D = -3; E = 9; F = -1; G = 96; H = 3; I = 3; J = 4

Structure: CC(N)c1csc(Nc2ccc(S(C)(=O)=O)cc2)n1 (centres undefined)
  A = 6; B = -1.4; C = 2; D = -2; E = .; F = 6; G = 100; H = -15; I = -1; J = 1

Structure: COc1ccc(NC(=O)CN(C)S(=O)(=O)c2ccc3c(c2)CCCN3C(C)=O)cc1
  A = 1; B = 2.4; C = -1; D = -4; E = 4; F = 4; G = 101; H = -21; I = 1; J = 11

Structure: CS(=O)(=O)c1ccccc1C(=O)Nc1cc(Cl)ccc1-n1cncn1
  A = -5; B = -1.9; C = 3; D = 8; E = -5; F = 10; G = 100; H = -9; I = 0; J = 4

Structure: COC(=O)COc1c(Cl)cc(C(c2c(C)[nH][nH]c2=O)c2c(C)[nH][nH]c2=O)cc1OC
  A = 0; B = -0.2; C = 3; D = 2; E = 4; F = -7; G = 101; H = -2; I = -1; J = -5

Structure: CCOC(=O)N1CCN(C(=O)C2CCCN(S(=O)(=O)c3c(C)cc(C)cc3C)C2)CC1 (centres undefined)
  A = -2; B = -4.1; C = 2; D = 10; E = -3; F = 0; G = 95; H = -16; I = -1; J = 2

Structure: CC(c1ccccn1)N(C)C(=O)c1ccc2nc(Cc3cccc(Cl)c3)oc2c1 (centres undefined)
  A = 5; B = -3.0; C = -3; D = -7; E = -1; F = -2; G = 95; H = -44; I = -1; J = 1

Structure: COc1ccc(-c2cn(-c3ccc(Cl)cc3)c3[n+]2CCCCC3)cc1
  A = 5; B = 1.8; C = 1; D = -2; E = -8; F = -3; G = 97; H = -10; I = -10; J = 20

Structure: FC(F)(F)c1cc(-c2ccco2)nc2ncnn12
  A = -1; B = -4.5; C = 2; D = 5; E = 0; F = -2; G = 98; H = 14; I = 8; J = 0

Structure: O=C(O)c1ccc(NCc2ccc3c(c2)OCO3)cc1
  A = 3; B = -0.5; C = 0; D = -4; E = -3; F = 5; G = 96; H = -6; I = 6; J = 10

Structure: CCC(=O)Nc1cc(NC(=O)CSc2ncc(-c3ccc(F)cc3)n2Cc2ccco2)ccc1C
  A = -15; B = -1.3; C = -2; D = -5; E = -1; F = 10; G = 90; H = -47; I = 2; J = 12

Structure: O=C(NC1CCN(Cc2ccccc2)CC1)c1ccc(Oc2cc(Cl)cc(Cl)c2)o1
  A = 8; B = 6.5; C = 0; D = -9; E = -1; F = -7; G = 96; H = -27; I = -4; J = 14

Structure: COc1ccc(S(=O)(=O)N2CCOCC2)cc1NC(=O)CSc1cc(C)ccc1C
  A = 7; B = 1.0; C = -4; D = -1; E = -8; F = -4; G = 96; H = -12; I = 2; J = 7

Structure: CCN1CC=C2C(C1)C(c1ccc(Cl)s1)C(C#N)=C(N)C2(C#N)C#N (centres undefined)
  A = -4; B = -0.1; C = -3; D = -2; E = -4; F = -8; G = 101; H = -27; I = 9; J = -1

Structure: Cc1ccc2[nH]c3c(N4CCN(Cc5ccccc5)CC4)ncnc3c2c1
  A = 6; B = 0.2; C = -5; D = -2; E = 3; F = 5; G = 88; H = 19; I = -25; J = 2

Structure: Clc1ccc(CSc2nccn2Cc2ccccc2)cc1
  A = 6; B = -0.8; C = 0; D = -3; E = -2; F = 4; G = 98; H = 11; I = -13; J = 8
